Assay outcomes deposited in PubChem by several laboratories.
Ecoli viability: counter-screen for AddAB inhibitors: E. coli growth inhibition; E. coli V3065 growth, OD600 absorbance, 18 h; inhibition, % at 11.9 µM; hit rate 0.27% among 330,000; AID 449728;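 active means inhibition above the campaign's mean inhibition across all tested compounds plus 3 SD, cut at about 9.9% in these data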;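 further: uninfected addAB+ strain grown without phage in ampicillin broth; 0% = DMSO wells and 100% = ciprofloxacin 0.95 µg/ml wells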
PKA-R1A activ: PKA-R1A complex activation | hit rate 0.083% among 340,000 | PKA-R1A dissociation, Cy5-IP20 fluorescence polarization; scaled: DMSO 0%, 113 µM cGMP 100% | P00514+P68181 | activation, % at 11.4 µM;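 active means percent activation above the mean of all tested compounds plus 3 SD, cut at about 19% in these data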;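 further: higher means more PKAc released from R1A so a rise in polarization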
Tat transport: E. coli Tat transport inhibition | hit rate 0.036% among 340,000 | E. coli MC4100 TorA-mCherry Tat export, fluorescence | inhibition, % at 10 µM;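 active means mean replicate inhibition at least 50% and at least half of replicates individually reaching 50%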;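 further: exported cargo escapes ClpAP degradation while cytoplasmic cargo is degraded and loses fluorescence; 0% = median of neutral control wells and 100% = median of NaSCN control wells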
SUMO Mot1 rescue: blocks SUMOylation pathway, rescuing yeast Mot1-301 growth; S. cerevisiae Mot1-301 growth rescue, ATP luminescence, 38.5C; percent above DMSO median, 100 means doubled; growth rescue, % at 18.8 µM; hit rate 1% among 320,000;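 active means every valid replicate shows activation above 250% relative to neutral control wells; inactive means the rest, any valid replicate at or below 250%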;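 further: OY570 slx delta 5 strain wells were the positive control but not used for scaling; some compounds called inactive have numbers as strong as hits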
HTR5A inv ag: HTR5A inverse agonism, opioid heterodimer counter-screen; P47898; HTR5A cell line, luminescence; hit rate 0.083% among 340,000; inhibition, % at 9.3 µM; in the data active means inhibition mostly above about 23%, no sharp cut-off; inactive means mostly below about 18%;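 further: 0% = cells with DMSO and 100% = no-cell wells with DMSO; some compounds called inactive have numbers as strong as hits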
Target sequence (P47898 whole entry, looked up): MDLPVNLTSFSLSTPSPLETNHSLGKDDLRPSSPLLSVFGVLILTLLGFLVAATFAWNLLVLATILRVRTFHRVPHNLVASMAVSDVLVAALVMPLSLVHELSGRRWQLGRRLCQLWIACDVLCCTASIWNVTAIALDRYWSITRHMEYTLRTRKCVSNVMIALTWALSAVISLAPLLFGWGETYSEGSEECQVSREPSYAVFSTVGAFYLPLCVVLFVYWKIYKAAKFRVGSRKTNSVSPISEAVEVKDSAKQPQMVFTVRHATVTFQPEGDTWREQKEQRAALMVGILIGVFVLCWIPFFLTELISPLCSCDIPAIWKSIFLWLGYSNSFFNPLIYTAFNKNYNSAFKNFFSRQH
MOR-DOR inv ag: inverse agonists of human mu-delta opioid receptor heterodimerization; P35372+P41143; cell-based MOR-DOR heterodimer luminescence, inverse agonism; inhibition, % at 9.3 µM; hit rate 0.21% among 340,000; in the data active means inhibition above about 22%, passing the limit was not always enough;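 further: 0% = cells with DMSO and 100% = wells without cells with DMSO; values of inactives mirror those of a sister screen read the other way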
phage Ecoli inh: E. coli growth loss with phage present | growth absorbance | inhibition, % at 11.9 µM | hit rate 0.26% among 360,000 | AID 651602; in the data active means inhibition above about 11%
AddAB inh: less growth of phage-infected E. coli with AddAB | E. coli expressing H. pylori AddAB, absorbance growth | inhibition, % at 11.9 µM | hit rate 0.29% among 330,000 | AID 435030; in the data active means inhibition above about 12%;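 further: 0% = vehicle wells of infected cells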
MOR-DOR ag: OPRM1-OPRD1 heterodimerization agonism | activation, % at 9.3 µM | P35372+P41143 | cells, luminescence | hit rate 0.3% among 340,000; in the data active means activation above about 18%;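 further: 0% = vehicle-treated cells and 100% = reference agonist; values of inactives mirror those of a sister screen read the other way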
PKA-R2B activ: PKA-R2B complex activation | P22694+P31323 | activation, % at 11.4 µM | PKA-R2B holoenzyme dissociation, Cy5-IP20 fluorescence polarization; R2B truncated from residue 108, S112A mutant; 0% DMSO only, 100% 113 µM cGMP | hit rate 0.079% among 340,000 | AID 504700;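 active means activation above a cutoff set at the mean over all compounds plus 3 SD, cut at about 18% in these data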;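 further: higher means more holoenzyme dissociation and a rise in polarization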
Target sequence (P31323 whole entry, looked up, other chains not shown, the tested form may be a part): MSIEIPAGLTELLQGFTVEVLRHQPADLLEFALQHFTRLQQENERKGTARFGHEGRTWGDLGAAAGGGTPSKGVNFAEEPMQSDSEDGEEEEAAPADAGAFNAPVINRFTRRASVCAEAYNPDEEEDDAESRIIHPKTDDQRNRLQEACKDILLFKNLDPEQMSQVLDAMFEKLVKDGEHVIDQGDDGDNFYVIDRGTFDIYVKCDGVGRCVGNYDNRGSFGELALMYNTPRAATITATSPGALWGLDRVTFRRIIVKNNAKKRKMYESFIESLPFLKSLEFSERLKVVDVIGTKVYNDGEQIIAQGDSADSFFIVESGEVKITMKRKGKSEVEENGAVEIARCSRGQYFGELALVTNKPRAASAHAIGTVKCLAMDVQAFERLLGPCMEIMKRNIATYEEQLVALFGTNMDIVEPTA
PfHsp90 set2: growth inhibition of yeast expressing Plasmodium Hsp90. S. cerevisiae expressing PfHsp90, BacTiter-Glo ATP, 48 h; yeast lacking PDR1 and PDR3 efflux regulators. inhibition, % at 9.4 µM. hit rate 0.32% among 310,000. AID 504621;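 active means every replicate shows inhibition above about 80%, whatever the replicate mean, limit read from the data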;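 further: 0% = DMSO neutral controls and 100% = 20 µM radicicol positive controls; yeast relying on Plasmodium falciparum Hsp90 in place of its own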
Active calls of the source: *; · = no result given. Compounds were not picked by outcome; 2.2% or so of the library scored in one or more.

SMILES	Ecoli viability	PKA-R1A activ	Tat transport	SUMO Mot1 rescue	HTR5A inv ag	MOR-DOR inv ag	phage Ecoli inh	AddAB inh	MOR-DOR ag	PKA-R2B activ	PfHsp90 set2
COc1ccc(OC)c(NC(=O)C2CC(C)=C(C)CC2C(=O)O)c1 (stereo not drawn)	0.7	1	-5	123	-19	-3	2.1	-1.6	0.5	0	25
Cc1ccc(OCc2cc(C(=O)N(C)CCc3ccccn3)no2)cc1C	-2.4	2	1	-10	-2	15	3.9	5.2	-2.8	12	12
COc1ccc(NS(=O)(=O)c2ccc(C)c(C(=O)NNC(=O)c3ccccc3O)c2)cc1	2.2	-3	1	0	-8	9	3.6	5.6	-1.7	-4	-7
COc1ccc(CC2(C)OC(c3ccccc3)=NN2C(C)=O)cc1 (stereo not drawn)	0.1	7	14	-13	11	9	0.9	0.9	-1.7	-5	17
COC(=O)/C(C#N)=C/c1c(-c2ccccc2)nc2n1CCS2	-1.7	-1	-7	7	-40	10	1.9	4.5	-1.9	4	26
Nc1nnc(SCc2ccccc2Cl)s1	-0.6	4	-1	342	-10	9	·	4.8	-1.5	2	19
CCCCOC(=O)C(C)c1c(C)[nH]c(=S)[nH]c1=O (stereo not drawn)	0.5	1	-9	27	-3	6	-0.7	2.5	-1.3	-4	-10
CCC(C)(C)NC(=O)C(c1ccco1)N(C(=O)Cn1nnc2ccccc21)c1ccc2c(c1)OCO2 (stereo not drawn)	1.5	-2	-7	19	6	8	2.0	0.9	-1.3	0	25
COc1ccccc1-n1cnnc1SCC(=O)Nc1cccc(S(N)(=O)=O)c1	0.2	-4	6	-3	-5	-9	1.7	3.7	1.4	-15	-16
COc1ccc(NC(=O)NCCN2CCc3ccccc3C2)cc1	-4.1	4	-1	47	19	4	0.6	1.1	-0.8	-4	·
O=C1C=CC(=O)N1c1ccc2c(c1)C(NC(=O)C(F)(F)F)c1ccccc1-2 (stereo not drawn)	·	12	-5	·	-1	19	2.4	·	-3.8	-7	·
CC(C)(C)C(=O)Nc1ccnn1C1CCN(C(=O)c2ccc(Cl)cc2F)CC1	2.7	7	-5	1	-3	26	1.4	-0.9	-5.1	4	10
COc1ccc(N2CCN(C3CCCN(Cc4ccc(F)c(F)c4)C3)CC2)cc1 (stereo not drawn)	-0.3	4	-3	13	-11	-6	1.1	-0.6	1.3	9	-8
CCOc1cccc(C2C(C(=O)c3ccco3)=C(O)C(=O)N2c2nnc(C)s2)c1 (stereo not drawn)	-1.8	-4	-5	120	-6	10	0.5	0.3	-2.5	3	13
CCCS/C(N)=N/N=C/c1cc(C)ccc1O	3.4	-12	12	12	16	-15	1.5	4.2	2.5	3	28
COc1ccc(-c2cc(C(=O)N/N=C(\C)c3cccnc3)c3cc(C)ccc3n2)cc1OC	2.2	-6	-4	-17	8	11	2.2	0.2	-1.6	-4	1
Nc1c(N(CCC2=CCCCC2)C(=O)c2ccc([N+](=O)[O-])o2)c(=O)[nH]c(=O)n1Cc1ccccc1	0.1	5	0	4	-24	-29	2.3	-0.5	4.5	5	-19
Cc1ccc(Cl)cc1NC(=S)Nn1cnnc1	-1.3	1	-3	-15	-4	23	1.6	0.2	-3.3	-1	11
Cc1ccccc1NC(=O)Cn1c(O)c(N=NC(=O)c2ccccc2O)c2ccccc21	-1.6	4	0	3	7	12	0.6	3.2	-2.0	9	3
CN(C(=O)c1ccccc1)c1ccccc1C(=O)NCCc1ccccc1	-0.1	14	-4	2	-9	13	0.4	2.8	-3.2	1	12
O=C(Cc1ccc(F)cc1)N1CCC2(CC1)NCCc1[nH]cnc12	0.0	-11	-7	195	-9	12	3.3	1.0	-2.5	3	-10
COc1cc(CN2CCC(Cc3ccccc3)CC2)c([N+](=O)[O-])cc1OC	1.0	-4	-4	198	-5	-22	2.4	7.3	4.5	-5	-14
COc1ccccc1N1CCN(S(=O)(=O)c2ccc(-n3cnnn3)c(C)c2)CC1	0.9	-17	-6	299	6	4	2.2	2.3	-0.9	-2	17
Cc1ccc(C(C)C)c(OCC(O)CN2CCN(CCO)CC2)c1 (stereo not drawn)	0.9	-11	0	-15	-5	8	-0.2	1.9	-1.4	-3	0
O=C(O)C1=C[C@@H](C2CCCCC2)C[C@@H](OCCCCO)O1	-0.2	-1	1	-2	-7	4	0.7	-1.4	-0.7	-17	-29
CC(C)(C)NC(=O)COC(=O)c1ccc(Cl)nc1	2.9	12	-7	-4	-4	-4	1.4	0.6	0.8	13	-52
O=C(Nc1ccc(F)cc1)c1ccc2nsnc2c1	-1.8	5	-5	90	-14	7	2.9	-0.8	-1.2	2	27
CC(=O)Oc1ccc(C(=O)N2c3ccccc3NC(=O)C2C)cc1 (stereo not drawn)	-0.7	6	0	0	7	1	0.0	-0.4	-0.3	15	-23
CC(C)c1ccc(OCc2cccc(C(=O)N/N=C/c3cccnc3)c2)cc1	-2.0	-12	-1	10	14	6	4.1	4.0	-1.1	-9	-23
O=C(COc1ccc(C(=S)N2CCOCC2)cc1)N1CCOCC1	-1.8	-11	-3	-14	13	12	1.5	3.7	-2.2	-2	-31
O=c1c2ccccc2oc2ncccc12	0.1	-6	-4	-9	-37	11	-0.2	3.4	-2.5	-11	4
O=C(Nc1ccc(F)cc1F)c1cncc(Br)c1	0.2	-7	-8	14	-12	5	1.4	1.3	-0.8	-9	-3
O=C1C=CC(=Nc2ccc3c(c2)Cc2cc(F)ccc2-3)O1	·	0	-4	·	-14	3	-0.3	·	-0.6	0	·
CCOC(=O)c1oc2cc(C)cc(O)c2c(=O)c1-c1csc(C)n1	4.1	3	-3	2	-17	-6	2.6	-0.5	1.1	3	6
CCC1=C(OC(=O)N(CC)CC)N2C(=O)OC(=NCC(=O)OC)[C@]2(C)[C@H]2C1=CC[C@H]1C(=O)N(CC)C(=O)[C@H]12	0.1	1	7	-11	16	8	1.4	-2.6	-1.4	-1	·
Clc1c(CSc2nc3ccccc3o2)nc2ccccn12	-1.5	1	-2	-9	-7	12	2.7	2.2	-2.0	-5	0
Cc1ccc(S(=O)(=O)/N=C(\CN2CCCCC2)N2CCOCC2)cc1	-1.7	-2	-3	-6	-5	9	1.0	-0.3	-1.6	-2	-12
[O-][N+]12CC[N+]([O-])(CC1)c1ccccc12	0.1	-4	-1	14	16	6	-1.3	5.2	-1.4	-4	-11
CNC(=O)NC(=O)CSc1ccc(NC(C)=O)cc1	-1.3	-7	-1	4	-24	7	-0.1	2.0	-1.3	-3	·
Cc1cc(Cl)ccc1N(CC(=O)N=Nc1c(O)[nH]c2ccccc12)S(C)(=O)=O	-2.1	-5	-6	21	0	-9	2.2	0.6	1.6	-9	·
COc1ccccc1NC(=O)/C(=C/c1ccncc1)NC(=O)c1ccccc1	-1.5	10	-5	18	-10	5	3.1	4.2	-0.9	17	0
CCOC(=O)C1CCN(c2ncnc3c2cnn3C)CC1	0.5	3	-3	121	11	10	·	4.6	-2.2	-3	-9
CN1CCN(C(=S)NC(=O)c2ccc(Br)cc2)CC1	1.5	·	1	0	·	·	0.9	1.8	·	·	16
CSc1nnc(NC(=O)c2ccc(S(=O)(=O)N3CCOCC3)cc2)s1	-1.0	-1	3	126	7	2	2.1	0.3	-0.3	0	-20
CC(C)(C)c1cc(CCC(=O)NCCc2ccccn2)cc(C(C)(C)C)c1O	-1.8	-5	4	-13	8	5	-0.7	-0.1	-0.9	-1	-4
COc1ccc(NC(=O)CN2CCN(CC(=O)Nc3ccc(OC)cc3)CC2)cc1	0.7	-5	-7	-4	11	3	0.2	5.0	-0.7	0	4
Cc1nn(CC(=O)Nc2ccccc2)c(=O)c2ccccc12	0.6	2	-10	2	3	-3	1.8	0.3	0.5	-6	-6
Cc1ccc(C(=O)Nc2cc(Cl)ccc2-n2cncn2)o1	-0.8	4	-5	-1	-5	4	0.8	0.1	-0.6	-14	-10
Cc1onc(-c2ccccc2)c1C(=O)N(Cc1ccco1)Cc1cccs1	·	1	10	·	-13	14	2.8	·	-2.7	-7	36
Cn1nc(-c2ccc(Cl)cc2)c2cc(C(=O)NCCCN3CCOCC3)sc21	-0.9	-3	-2	6	6	-12	·	3.3	2.4	-1	-1
Cc1ccc2cc(CN(CC(C)C)C(=O)C3CCCO3)c(=O)[nH]c2c1 (stereo not drawn)	-2.6	-5	-3	-10	9	1	0.7	-2.1	-0.2	-5	-56
O=C(CCc1nnc2n(Cc3ccc(Cl)cc3)c(=O)c3ccccc3n12)NCCCN1CCOCC1	0.1	2	-2	-4	27	11	1.3	2.4	-2.2	0	-2
COCCn1c(C)cc(C(=O)COC(=O)/C=C/c2cccc(OC)c2)c1C	-0.7	-14	-1	-2	4	-3	2.3	1.0	0.5	-7	-13
CN(C)S(=O)(=O)c1ccc(C(=O)OCC(=O)c2ccc(OC(F)F)cc2OC(F)F)cc1	-1.1	-2	-2	18	2	7	3.0	2.9	-1.2	-2	-3
CCOC(=O)N1CCC(=NNC(N)=O)CC1	-3.1	-10	6	13	10	10	3.9	-2.3	-2.1	-8	4
O=C(C1CCN(Cc2ccc(Cl)cc2)CC1)N1CCN(Cc2ccc3c(c2)OCO3)CC1	-2.0	-18	9	258	-11	3	-0.5	1.8	-0.7	-4	2
CCOc1ccc(C2C(C#N)=C(N)Oc3cc(C)n(Cc4ccco4)c(=O)c32)cc1OC (stereo not drawn)	-2.2	-16	0	50	-9	13	2.0	1.4	-2.2	-6	3
COc1ccc(NC(=O)c2ccccc2NC(=O)C2CCCCC2C(=O)O)cc1 (stereo not drawn)	·	-6	-1	·	-5	7	4.9	·	-1.4	-4	11
CC(C)(C)NC(=O)c1ccc2c(c1)C(=O)N(Cc1ccco1)C2=O	0.0	1	-4	-4	-7	15	0.8	0.0	-3.2	7	-1
O=C(O)CCC(=O)Nc1sc2c(c1C(=O)NC1CCCC1)CCCC2	0.2	6	4	179	22	5	1.4	-0.1	-0.9	6	-40

Other entries follow:
SMILES	Ecoli viability	PKA-R1A activ	Tat transport	SUMO Mot1 rescue	HTR5A inv ag	MOR-DOR inv ag	phage Ecoli inh	AddAB inh	MOR-DOR ag	PKA-R2B activ	PfHsp90 set2
N=NC(=O)c1ccccc1Nc1c(O)[nH]c2ccccc12	·	-1	0	·	3	18	1.9	·	-3.5	-9	29
COc1ccc(/C=N/Nc2nc(NCc3ccco3)nc(Nc3ccc(OC)cc3)n2)cc1	-0.3	-8	1	23	8	-1	1.9	4.0	0.2	-18	18
COc1cc(C2NC(=O)NC(C)=C2C(=O)OC(C)(C)C)ccc1OCC(N)=O (stereo not drawn)	-2.0	8	1	-8	-7	5	2.0	0.8	-1.1	4	·
COc1ccc(/C=C/C(=O)c2cc(Cl)cc(Cl)c2O)c(OC)c1	2.9	4	6	4	-35	-11	0.1	2.7	2.0	0	-12
